# High-throughput results deposited in PubChem by National Center for Advancing Translational Sciences (NCATS).
# D1 PAM: human D1 dopamine receptor positive modulation; P21728; HEK293 TREx D1 cells, calcium flux, dopamine EC20 potentiation; potentiation, % at 10 µM; 360,000 compounds, 0.036% hits; AID 504651; in the data active = potentiation above about 30%; note: 0% is about no effect
# LDHA inh: inhibitors of human lactate dehydrogenase A; purified LDHA, NADH/diaphorase-resazurin fluorescence; active compounds read low; activity change, % (values are at about 110 or 230 µM); 480,000 compounds, 0.15% hits; AID 1347041; in the data active = activity change below about -30%; inconclusive = mostly about -25% to -30%;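 note: plate controls were DMSO wells for no effect and wells without enzyme for full effect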
#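 Enzyme activity of human lactate dehydrogenase 5 (2 nM; 0.06 mM NADH, 0.2 mM pyruvate, 5 min, RT) is measured via a resazurin/diaphorase fluorescence readout of residual NADH.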
# D1 antag: antagonists of human D1 dopamine receptor | P21728 | HEK293 TREx D1 cells, calcium flux, dopamine EC80; active compounds read low | activity change, negative = inhibition, % at 10 µM | 360,000 compounds, 3.2% hits | AID 504652; in the data active = activity change below about -30%; note: % is set by controls: 0 for no effect and ±100 for the full control effect
#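 Inducible Hek293 Trex D1 cells (tetracycline, overnight, 30 C). Calcium dye 30–90 min RT. Antagonist mode: EC80 dopamine added after 180 s compound read.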
# D1 ag: activates the human D1 dopamine receptor. P21728. activation, % at 2 µM. 360,000 compounds, 1% hits. HEK293 T-REx D1 cells, calcium flux, agonist mode; in the data active = activation above about 30%; note: 0% is about no effect
#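 Tetracycline-induced HEK293 TREx D1 cells, force-coupled to calcium signalling, were dye-loaded with a no-wash calcium kit. Compound was pin-added after a 10 s baseline. Fluorescence was read kinetically at 1 cycle/s for 180 s, with calcium rises flagged as agonism.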
# RXFP1 agonist: activates the human relaxin receptor RXFP1 | Q9HBX9 | HEK293T-RXFP1 cAMP TR-FRET, 30 min; response scale: percent of porcine relaxin response, buffer zero | Potency, µM (series often up to 57.5 µM), for inactives: at the highest dose activation, most hits filed as activators | 370,000 compounds, 0.3% hits; note: potency is the fitted concentration of half-maximal effect; % is set by controls: 0 for no effect and ±100 for the full control effect; nearly all actives have a fitted effect of over 60% in size; many of its hits are not listed in these tables
#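 HEK293 cells stably expressing RXFP1, treated 30 min at 37C with compounds plus PDE4 inhibitor Ro 20174; cAMP measured by HTRF TR-FRET. Normalized to buffer and 29 nM porcine relaxin; EC50 by Hill fit.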
# Vif-APOBEC3F blk: Vif-A3F binding inhibition | HeLa A3F-eYFP + Vif (tagged APOBEC3F with the HIV-1 protein that degrades it), YFP fluorescence increase | Potency, µM (doses to about 46.1 µM), without a hit: at the highest dose activity, negative = active | 390,000 compounds, 0.2% hits; note: potency is the fitted concentration of half-maximal effect; % of control where 0% means no effect; nearly all actives have a fitted effect of over 65% in size
#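 HeLa cells stably expressing A3F-eYFP plus Vif, plated and incubated overnight at 37 deg C, then exposed to compounds overnight at 37 deg C. Blocked degradation read as raised yellow fluorescence (Ex 488/Em 500-530).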
# D2 potentiator: positive allosteric modulators of human D2 dopamine receptor | P14416 | HEK293 T-REx D2, calcium flux, EC20 dopamine potentiation | potentiation, % at 10 µM | 340,000 compounds, 0.34% hits;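 active = potentiation over 3 SD above the plate norm, cut at about 30% in these data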; note: 0% is about no effect
# Target sequence (P14416 whole entry, looked up): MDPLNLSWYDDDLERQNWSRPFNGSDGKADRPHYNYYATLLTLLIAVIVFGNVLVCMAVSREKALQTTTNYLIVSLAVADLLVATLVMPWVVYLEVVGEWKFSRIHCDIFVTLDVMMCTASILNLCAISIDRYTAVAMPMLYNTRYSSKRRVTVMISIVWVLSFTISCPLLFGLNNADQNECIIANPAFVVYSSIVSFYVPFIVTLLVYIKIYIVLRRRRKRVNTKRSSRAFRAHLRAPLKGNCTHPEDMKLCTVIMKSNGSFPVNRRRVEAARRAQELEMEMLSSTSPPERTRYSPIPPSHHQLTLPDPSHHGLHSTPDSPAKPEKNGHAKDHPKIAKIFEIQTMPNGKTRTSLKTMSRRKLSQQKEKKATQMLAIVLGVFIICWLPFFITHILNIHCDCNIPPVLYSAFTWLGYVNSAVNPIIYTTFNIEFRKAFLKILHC
#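 Potentiation of an EC20 dopamine calcium response is measured in a force-coupled, tetracycline-inducible Hek293 Trex D2 line. Compound-only kinetic reads over 180 s flag agonists before dopamine addition.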
# Vif-A3G inh: blocks the Vif interaction with human APOBEC3G; HeLa A3G-eYFP + Vif (tagged APOBEC3G with the HIV-1 protein that degrades it), YFP fluorescence, overnight; Potency, µM (top dose mostly 46.1 µM), for the others: at the top dose activity, negative = active, usual class: inhibitors; 410,000 compounds, 0.076% hits; AID 602310;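 note: potency is the fitted concentration of half-maximal effect; % is set by controls: 0 for no effect and ±100 for the full control effect; nearly all actives have a fitted effect of over 60% in size; hits raise eYFP signal because A3G escapes Vif-driven loss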
# Target sequence (Q9HC16 whole entry, looked up): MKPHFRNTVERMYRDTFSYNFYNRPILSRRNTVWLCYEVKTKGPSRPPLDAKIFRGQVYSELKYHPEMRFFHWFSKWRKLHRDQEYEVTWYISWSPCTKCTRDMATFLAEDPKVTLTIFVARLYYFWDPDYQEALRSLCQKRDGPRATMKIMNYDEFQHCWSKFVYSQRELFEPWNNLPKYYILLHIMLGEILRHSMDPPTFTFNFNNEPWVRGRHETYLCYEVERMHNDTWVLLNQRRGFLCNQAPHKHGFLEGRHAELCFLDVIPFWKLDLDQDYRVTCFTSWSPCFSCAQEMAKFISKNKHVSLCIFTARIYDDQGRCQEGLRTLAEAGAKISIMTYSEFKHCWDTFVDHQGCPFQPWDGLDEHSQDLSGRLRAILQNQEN
#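 Read-out is eYFP fluorescence (Ex 488/Em 500-530) from Vif-expressing HeLa A3G-eYFP cells; more signal means A3G escaped Vif-mediated degradation. Cells plated overnight, compound pinned in, incubated overnight at 37 deg C.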
# GRP78 ERSR act: induces the endoplasmic reticulum stress response in human glioma cells. AID 602332. 420,000 compounds, 0.02% hits. U87-MG GRP78 promoter luciferase reporter, 16 h. Potency, µM, without a hit: at the top dose activation, usual class: activators; note: potency is the fitted concentration of half-maximal effect; series mostly up to about 76 µM; % of control where 0% means no effect; nearly all actives have a fitted effect of over 35% in size
#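 ERSR induction read as luciferase luminescence (Bright-Glo, 10 min at room temperature) in stably transfected human U87-MG glioma cells exposed to compounds for 16 h, using GRP78 as sensor.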
# Starred values were filed as active, the others as inactive; ? = inconclusive; · = no result given. Unless noted, calls come from the whole dose curve; as a rule, active = well fitted curve in the direction sought with a large enough effect; inconclusive = small, poorly fitted or top-dose-only effect, or another doubt; inactive = no such curve, though single readings can be large; an effect the other way counts as inactive or inconclusive. Not all compounds are listed. The share of hits here may be higher or lower than overall.
SMILES,D1 PAM,LDHA inh,D1 antag,D1 ag,RXFP1 agonist,Vif-APOBEC3F blk,D2 potentiator,Vif-A3G inh,GRP78 ERSR act
O=C(NCCC1=CCCCC1)C1CCC(CNc2nc(=S)[nH]c3ccccc23)CC1 (stereo not given),1,-13,9,1,9.6%,?,-17,-21%,0%
CCc1cc(=O)n2[nH]c(C)c(-c3ccc(OC)cc3)c2n1,-4,2,-3,0,1.5%,1%,-17,0%,2%
CCNC(=O)c1ccc(CSc2ccc(Cl)cc2)cc1,-6,0,-13,13,-0.4%,-4%,-8,4%,1%
CCn1ccc2cc(S(=O)(=O)N3CCCN(C(=O)NCC(C)C)CC3)ccc21,2,-4,11,1,0.3%,3%,8,-1%,-3%
O=C(Nc1ccc(Nc2ccncc2)cc1)c1ccc([N+](=O)[O-])cc1,-11,-2,-28,4,3.0%,-12%,-8,?,-10%
Cc1ccc(S(=O)(=O)N(Cc2cccc(C)c2)C(=O)N2CCN(C)CC2)cc1,-4,-3,-13,0,-0.7%,5%,-12,1%,-4%
COc1ccc(N(CC(=O)N2CCN(c3ccccc3)CC2)S(=O)(=O)c2c(C)noc2C)cc1,-1,3,-19,0,1.9%,4%,5,1%,0%
COc1ccc(/C(O)=C2/C(=O)C(=O)N(CCN(C)C)C2c2ccccc2)cc1Cl (stereo not given),-4,-4,-4,10,9.9%,-1%,14,-1%,0%
CC(C)COc1ccc(C(=O)NC(Cc2c[nH]c3ccccc23)C(=O)NN)cc1 (stereo not given),-5,5,1,2,0.9%,4%,-4,1%,0%
Nc1nnc(CCC2CCCCC2)s1,-2,2,-4,0,1.0%,2%,18,-5%,5%
CCO[C@H]1OC(C(N)=O)=C[C@@H](c2ccc(Br)cc2)[C@@H]1CCCO,-2,1,-4,-2,-1.6%,2%,0,0%,1%
Cc1cc(C)cc(NC(=O)CN2C(=O)c3ccccc3Sc3ncccc32)c1,-3,1,4,5,-0.3%,-1%,5,3%,0%
COC(=O)Cn1cnc2scc(-c3ccc(C)c(C)c3)c2c1=O,5,-3,6,5,0.8%,5%,10,-1%,3%
Cc1ccc(SCC(=O)NC(C)(C)C)cc1,-3,-6,-3,1,0.2%,6%,1,-1%,7%
Cc1cccc(C)c1NC(=O)C(Cl)C(=O)c1ccccc1 (stereo not given),-2,-2,24,-4,-0.3%,-15%,15,-10%,7%
O=C(NC1CCS(=O)(=O)C1)C12CC3CC(CC(C3)C1)C2 (stereo not given),1,3,7,2,-0.1%,-6%,0,2%,-3%
COc1cc(C(=O)NC2CCCc3c2cnn3-c2ccccc2F)cc(OC)c1OC (stereo not given),0,-4,-11,-1,0.1%,-7%,-6,1%,9%
Cc1ccc(NC(=S)NC(=O)c2cncc(Br)c2)c(C)c1,·,-1,·,·,·,11%,·,0%,-2%
CCO[C@H]1OC(C(=O)N2CCCCCCC2)=C[C@@H](c2csc3ccccc23)[C@@H]1CCCO,0,0,2,-4,0.3%,2%,-3,1%,-4%
O=C(O)c1ccc(S(=O)(=O)N2CCCCCCC2)cc1,·,-6,·,·,·,-3%,·,0%,-6%
CCOc1ccc(-n2nnc3c(=O)n(C/C=C/c4ccccc4)cnc32)cc1,5,-6,12,8,0.8%,5%,6,-2%,-6%
Cc1ccc(Cl)cc1N1CCN(C(=O)CCS(=O)(=O)c2cc(Br)cc3c2N(C(=O)C2CC2)CC3)CC1,-1,3,3,2,-0.7%,5%,0,3%,-3%
CNC(=O)n1ccc(C(=O)N2CCCCC2)n1,2,0,-2,-1,-0.2%,-5%,2,1%,-2%
CCOC(=O)c1cnn(-c2ccccc2)c1-n1cccc1C(=O)C(=O)Nc1ccccc1C(F)(F)F,0,-2,2,5,2.7%,0%,-4,-7%,-5%
CCOc1ccc(S(=O)(=O)N2CCC(C(=O)NCc3ccncc3)CC2)cc1,0,-1,-25,2,-2.6%,2%,4,0%,-2%

# Single records, from the list above. Values in the order: D1 PAM, LDHA inh, D1 antag, D1 ag, RXFP1 agonist, Vif-APOBEC3F blk, D2 potentiator, Vif-A3G inh, GRP78 ERSR act
# CCO[C@H]1OC(C(N)=O)=C[C@@H](c2ccc(Br)cc2)[C@@H]1CCCO across the screens: -2, 1, -4, -2, -1.6%, 2%, 0, 0%, 1%
# Cc1ccc(NC(=S)NC(=O)c2cncc(Br)c2)c(C)c1 across the screens: ·, -1, ·, ·, ·, 11%, ·, 0%, -2%
# CCO[C@H]1OC(C(=O)N2CCCCCCC2)=C[C@@H](c2csc3ccccc23)[C@@H]1CCCO across the screens: 0, 0, 2, -4, 0.3%, 2%, -3, 1%, -4%
# CCOc1ccc(-n2nnc3c(=O)n(C/C=C/c4ccccc4)cnc32)cc1 across the screens: 5, -6, 12, 8, 0.8%, 5%, 6, -2%, -6%

# New compounds follow:
SMILES,D1 PAM,LDHA inh,D1 antag,D1 ag,RXFP1 agonist,Vif-APOBEC3F blk,D2 potentiator,Vif-A3G inh,GRP78 ERSR act
CC1CCN(C(=O)c2cccc(S(=O)(=O)N3CCCCC3)c2)CC1,2,-2,4,3,2.3%,-6%,-17,4%,-4%
Cc1ccc2c(CC(=O)N3CCN(c4cccc(Cl)c4)CC3)coc2c1C,4,8,0,4,-1.9%,-15%,-2,-1%,-2%
COCc1cc(=O)[nH]c(Nc2nc(C)c3cc(OC)ccc3n2)n1,0,·,-3,1,-2.2%,·,-1,·,·
CN(C)C(=S)NC(=NCc1ccc([N+](=O)[O-])cc1)c1ccccc1,-9,1,-10,4,-1.5%,-4%,18,1%,-6%
O=C(CC1(O)C(=O)N(Cc2cccc3ccccc23)c2ccccc21)c1cccnc1 (stereo not given),-1,-2,0,6,3.1%,-3%,4,-18%,-1%
C=CC[C@H](CC(=O)N(CCO)Cc1ccccc1)C(=O)N[C@@H](C)COC(=O)[C@@H](CC=C)Cc1ccc(F)cc1,·,1,·,·,·,4%,·,-1%,-4%
Cc1ccc(N2C(=O)CC(N3CCN(C)CC3)C2=O)cc1 (stereo not given),-3,·,3,-1,0.5%,·,-7,·,·
Cc1onc(-c2ccccc2)c1C(=O)Nc1c(C)n(C)n(-c2ccccc2)c1=O,0,-1,-5,0,-0.8%,1%,-8,-1%,-2%
CCc1ccc(OCC(=O)Nc2cccc3nsnc23)cc1,-1,3,2,1,1.2%,7%,3,-6%,4%
CCN1C(=O)c2cccc3c(S(=O)(=O)N(C(=O)c4ccncc4)c4ccc(OC)cc4)ccc1c23,-7,1,1,-1,1.2%,-6%,17,-3%,-3%
CSc1ccccc1NC(=O)CSc1n[nH]c(N)n1,-3,-5,-10,2,2.5%,0%,13,-2%,-4%
Cn1c(SCc2cccc(Br)c2)nnc1-c1ccncc1,-4,-4,-2,0,1.7%,1%,-1,0%,1%
Cc1ccc(S(=O)(=O)N2CCOCC2)cc1C(=O)NC1CCN(Cc2ccccc2)CC1,·,-7,·,·,·,-5%,·,0%,-5%
COc1ccc(N(CC(O)CN2C(=O)NC(C)(C)C2=O)S(=O)(=O)c2ccc(C)cc2)cc1 (stereo not given),-2,-4,0,0,-0.2%,4%,14,4%,-4%
CCc1ccc(S(=O)(=O)NCc2cn3ccsc3n2)s1,-5,-3,-15,5,0.9%,-2%,-11,3%,-3%
C=CCc1c(C)nc(-c2ccccc2)nc1N/N=C/c1ccccc1,-6,-3,-11,2,0.6%,?,13,-4%,4%
CCOC(=O)c1cc2c(s1)-c1c(C)cccc1OC2,·,-3,16,6,6.9%,-8%,11,-3%,1%
CC(=O)c1ccc(N2CCCCC2)c(F)c1,1,-2,-10,1,0.6%,-8%,-2,1%,6%
COc1ccccc1OCc1ccc(C(=O)OCC2CCCO2)o1 (stereo not given),-10,-4,-28,1,1.8%,·,14,-2%,-7%
COc1cccc(NC(=O)CCC2CCN(C(=O)C(OC)c3ccccc3)CC2)c1 (stereo not given),·,-7,·,·,·,-11%,·,5%,-1%
Cc1cc(C)n(CCNC(=O)CC2C(=O)NCCN2CC2CCCCC2)n1 (stereo not given),-2,8,-3,0,-1.0%,-6%,-2,-1%,-3%
Cc1ccc(C)c(C(=O)OCC(=O)NC(=O)NCc2ccccc2)c1,·,-1,·,·,·,-11%,·,0%,-4%
COCCNCC1C(Oc2ccc(Cl)cc2)C(=O)N1c1ccccc1C (stereo not given),1,-4,-13,3,-1.2%,2%,-34,0%,-2%
CCCc1nc(SC2CCCC2)c2c(=O)n(C)c(=O)n(C)c2n1,-3,-13,3,0,3.7%,3%,6,1%,-5%

# Arranged by value in Vif-A3G inh (ascending): four of the compounds above
smiles,D1 PAM,LDHA inh,D1 antag,D1 ag,Vif-APOBEC3F blk,D2 potentiator,Vif-A3G inh,GRP78 ERSR act
Cc1cccc(C)c1NC(=O)C(Cl)C(=O)c1ccccc1 (stereo not given),-2,-2,24,-4,-15%,15,-10%,7%
O=C(NC1CCS(=O)(=O)C1)C12CC3CC(CC(C3)C1)C2 (stereo not given),1,3,7,2,-6%,0,2%,-3%
CC1CCN(C(=O)c2cccc(S(=O)(=O)N3CCCCC3)c2)CC1,2,-2,4,3,-6%,-17,4%,-4%
COc1cccc(NC(=O)CCC2CCN(C(=O)C(OC)c3ccccc3)CC2)c1 (stereo not given),·,-7,·,·,-11%,·,5%,-1%
